# Compound activity from PubChem BioAssay.
# Luc counter – blocks Kinase-Glo luciferase, a counter-screen artifact. Kinase-Glo luciferase, ATP luminescence, 8 min. Potency, µM (series often up to 38.3 µM), for inactives: at the highest dose activity change, negative = inhibition, hits mostly inhibitors. AID 1379. hit rate 0.28% among 200,000. Q27757; also: % is scaled to controls: 0 for no effect and ±100 for the full control effect; nearly all actives have a fitted effect of over 60% in size
#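 Compounds were added to a substrate mix at pH 7.2 (50 mM imidazole, 10 uM ATP, within the enzyme's linear range), followed by Kinase-Glo detection reagent; luminescence was measured after 8 minutes at ambient temperature.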
# KDM4E inh – inhibitors of human JMJD2E histone demethylase; Potency, µM (series often up to 57.1 µM), for the others: top-dose activity change, negative = inhibition, hits mostly inhibitors; JMJD2E catalytic domain, FDH-coupled NADH fluorescence (FDH is formaldehyde dehydrogenase); hit rate 1.6% among 230,000; B2RXH2; active = well fitted inhibition curve with a large enough effect, not every such curve was filed as active; inconclusive = small, poorly fitted or top-dose-only effect, or another doubt; inactive = no such curve, though single readings can be large or run the other way;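 also: 0% = wells with enzyme and -100% = buffer wells without enzyme; nearly all actives have a fitted effect of over 50% in size; many of its hits are not listed in these tables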
# Epigenetic derep – epigenetic control regulation, reporter derepression; murine LDR cells, GFP reporter derepression, 30 h; hit rate 0.2% among 280,000; AID 1865; Potency, µM (top dose mostly 53.9 µM), inactives show top-dose GFP activation, hits mostly activators; also: % of control where 0% means no effect; nearly all actives have a fitted effect of over 60% in size
#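 Murine LDR cells bearing a silenced CMV-driven GFP reporter were exposed to compound for 30 h at 37 C. After PBS washes, GFP-positive cells (20-120 um objects) counted by laser-scanning microplate cytometry.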
# IMPase Li cell – cell-permeable IMPase inhibitors with lithium potentiation; CHO-M1 cells, IP1 TR-FRET (IP-One), carbachol + lithium; Potency, µM (titrated, usually from 59.4 µM), for inactives: at the highest dose activity, negative = IMPase inhibition, most hits filed as inhibitors; hit rate 0.35% among 210,000;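 also: IP1 builds up when IMPase is blocked and the TR-FRET signal falls; plate controls were basal vehicle for no effect and high inhibitor control for full effect; nearly all actives have a fitted effect of over 50% in size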
#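 Lithium-sensitised IP1 accumulation assay; M1-expressing CHO cells treated 30 min at 37C with compound. Competitive antibody detection by time-resolved FRET followed a 10 min room-temperature lysis step.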
# NPSR antag – neuropeptide S receptor (human) antagonism, cAMP; AID 1461; CHO-NPSR cells, cAMP TR-FRET, antagonist mode; Potency, µM (titrated, usually from 38.3 µM), for the others: at the top dose activity change, negative = inhibition, most hits filed as inhibitors; hit rate 1% among 220,000; also: % is scaled to controls: 0 for no effect and ±100 for the full control effect; nearly all actives have a fitted effect of over 50% in size; many of its hits are not listed in these tables
# Target sequence (Q6W5P4 whole entry, looked up): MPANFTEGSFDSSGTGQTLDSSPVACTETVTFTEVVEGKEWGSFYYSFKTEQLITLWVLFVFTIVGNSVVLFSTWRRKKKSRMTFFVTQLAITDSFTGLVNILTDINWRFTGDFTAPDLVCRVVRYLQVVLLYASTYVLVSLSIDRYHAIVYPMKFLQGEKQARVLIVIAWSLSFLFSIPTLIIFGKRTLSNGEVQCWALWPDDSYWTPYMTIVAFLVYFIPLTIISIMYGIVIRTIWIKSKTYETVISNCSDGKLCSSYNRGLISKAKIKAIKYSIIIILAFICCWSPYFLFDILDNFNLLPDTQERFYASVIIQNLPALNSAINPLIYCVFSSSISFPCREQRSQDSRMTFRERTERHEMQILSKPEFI
# RECQ1 helicase – blocks DNA unwinding by human RECQ1; hit rate 0.54% among 240,000; RECQ1 DNA unwinding, red fluorescence kinetic read; P46063; Potency, µM (doses to about 57.3 µM), for the others: top-dose activity, negative = inhibition, usual class: inhibitors;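 also: plate controls were vehicle for no effect and no enzyme for full effect; nearly all actives have a fitted effect of over 30% in size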
# Target sequence (P46063 whole entry, looked up): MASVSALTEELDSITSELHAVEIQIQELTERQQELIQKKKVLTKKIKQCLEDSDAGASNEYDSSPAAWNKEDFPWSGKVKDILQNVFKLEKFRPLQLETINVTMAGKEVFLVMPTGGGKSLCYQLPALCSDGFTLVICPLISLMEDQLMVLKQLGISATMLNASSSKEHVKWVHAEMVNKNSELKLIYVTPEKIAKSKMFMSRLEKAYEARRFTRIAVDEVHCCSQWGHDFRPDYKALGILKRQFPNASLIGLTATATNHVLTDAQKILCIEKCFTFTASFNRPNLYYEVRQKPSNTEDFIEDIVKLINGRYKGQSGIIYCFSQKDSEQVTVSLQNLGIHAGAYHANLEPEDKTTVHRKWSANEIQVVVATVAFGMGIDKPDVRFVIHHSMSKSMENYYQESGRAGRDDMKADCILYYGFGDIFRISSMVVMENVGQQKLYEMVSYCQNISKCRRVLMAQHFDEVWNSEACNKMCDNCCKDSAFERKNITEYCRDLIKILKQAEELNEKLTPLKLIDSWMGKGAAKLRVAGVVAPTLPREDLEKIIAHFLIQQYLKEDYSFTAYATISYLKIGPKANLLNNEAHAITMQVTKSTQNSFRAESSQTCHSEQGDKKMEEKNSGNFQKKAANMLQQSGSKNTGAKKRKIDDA
#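 RECQ1T1 50 nM; forked duplex (20 bp + 30-nt ss tails) 200 nM, ATP 2 mM final; pH 8.0, 2 mM MgCl2, 2.5 ug/ml poly(dI-dC); 15 min compound preincubation; discontinuous kinetic read over 2 h at RT.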
# RGS12 GoLoco inh – inhibitors of human Gai1-RGS12 GoLoco interaction (red fluorophore). P63096. hit rate 0.44% among 230,000. AID 880. Gai1:RGS12 GoLoco peptide FP, rhodamine, 10 min. Potency, µM (top dose mostly 61.6 µM), for inactives: at the highest dose activity, negative = inhibition, actives largely listed as inhibitors; active = well fitted inhibition curve with a large enough effect, not every such curve was filed as active; inactive = no such curve, though single readings can be large or run the other way; also: % is scaled to controls: 0 for no effect and ±100 for the full control effect; nearly all actives have a fitted effect of over 30% in size; many of its hits are not listed in these tables
# SMN2 splice up – increases expression of the SMN2 splice variant; hit rate 2.8% among 210,000; HEK293 SMN2-luciferase splicing reporter, luminescence, 30-36 h; Potency, µM (series often up to 46.1 µM), for inactives: top-dose activity change, positive = activation, most hits filed as activators; AID 1458; also: % of control where 0% means no effect; nearly all actives have a fitted effect of over 55% in size
#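 HEK293 cells carry an SMN2 […]–luciferase reporter in which exon 7 inclusion puts luciferase in frame. Cells were plated 10-12 h before compound addition, then incubated 30-36 h at 37C. ONE-Glo luminescence was read; sodium butyrate at 4.5 mM final served as control.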
# * hit, by the source's call; i = inactive; ? = inconclusive; . = no result given; & = joins results of further samples; [ ] = another dose, or the depositor's remark. Unless noted, calls follow the shape of the dose curve; as a rule, active = well fitted curve in the direction sought with a large enough effect; inconclusive = small, poorly fitted or top-dose-only effect, or another doubt; inactive = no such curve, though single readings can be large; an effect the other way counts as inactive or inconclusive. Potency is read from the fitted curve at half-maximal effect. A portion of the library; rates above refer to the full screens.
no. | canonical_smiles | Luc counter | KDM4E inh | Epigenetic derep | IMPase Li cell
1 | CCOC(=O)c1[nH]c(C)c(CN(CCc2ccccc2)C(=O)CCC(=O)O)c1C | -7% | 4% | -0.5% | -2%[38.3 µM]
2 | O=C(NCc1ccc2c(c1)OCO2)c1cc2ncc(Br)cn2n1 | -6% | ? | -1.9% | 14%[38.3 µM]
3 | CCN1/C(=C2\SC(=S)N(Cc3ccccc3)C2=O)Sc2ccccc21 | -1% | 9% | 13µM* | 3%
4 | O=C(CCC(=O)N1CCCC1)Nc1ccc([N+](=O)[O-])cc1 | -3% | 5% | 2.3% | 9%
5 | Cc1ccc(-c2cc(C(=O)N/N=C\c3cnn(C)c3C)c3ccccc3n2)cc1C | -11% | -11% | 0.0% | 40%[activator][38.3 µM]
6 | O=S(=O)(c1cccc2cccnc12)N1CCN(c2ccc(F)cc2)CC1 | 0% | 1% | -0.6% | 7%
7 | Cc1nc2cc(-c3cccc(Cl)c3)nn2c(N2CCN(C(=O)c3ccco3)CC2)c1C | 14% | 5% | 9.8% | 8%[38.3 µM]
8 | CCN(CC)S(=O)(=O)c1ccc(C(=O)NCC(c2cccs2)N2CCOCC2)cc1 (stereo unspecified) | 2% | 3% | -0.8% | 19%[38.3 µM]
9 | COC(=O)c1cccc(C23CC4(C2)[C@H](CN(Cc2ccc(C(F)(F)F)cc2)[C@@H]4c2ccccc2)C3c2ccc(C(F)(F)F)cc2)c1 (stereo partly specified) | 0% | -8%&1% | -0.5%&-4.7% | -4%
10 | Cc1nn(CCC(=O)NNC(=S)Nc2ccc(F)cc2)c(C)c1[N+](=O)[O-] | 3% | 8% | -1.0% | 12%
11 | Nc1ccc(S(=O)(=O)Nc2ccnn2-c2ccccc2)cc1 | -1% | 6% | 1.1% | 10%&8%&-13%
12 | COc1ccc(NC(=O)CCCN2C(=O)/C(=C\c3ccco3)SC2=S)cc1 | 0% | -29% | 0.0% | 32%[activator]

no. | NPSR antag | RECQ1 helicase | RGS12 GoLoco inh | SMN2 splice up
1 | -5%[46.1 µM] | -3% | 9% | 16%
2 | -19%[46.1 µM] | -6% | 8% | 35%
3 | -8%[46.1 µM] | -15% | 13% | ?
4 | 18% | i | 3% | -3%
5 | -10%[46.1 µM] | -11% | 7% | 1%
6 | 17% | -8% | 1% | .
7 | ? | -6% | 2% | -5%
8 | -15%[46.1 µM] | ? | 10% | -9%
9 | 18% | -3%&-9% | 7%&12% | -55%[inhibitor]
10 | 1% | -2% | 2% | -1%
11 | ? | -4% | 10% | -5%
12 | -14%[46.1 µM] | ? | 62%[activator] | -26%

# New compounds follow.
no. | canonical_smiles | Luc counter | KDM4E inh | Epigenetic derep | IMPase Li cell
13 | CCN(CC)C(=O)C1CCCN(Cc2ccccc2C(F)(F)F)C1 (stereo unspecified) | -4% | ? | -3.2% | 30%[38.3 µM]
14 | COc1ccc(Nc2nc(N3CCCC3)nc3ccccc23)c(OC)c1 | -2% | -4% | 0.0% | 59%[activator][38.3 µM]
15 | CC(=O)Nc1ccc(Nc2nc(-c3ccccc3)nc3ccccc23)cc1 | . | ? | 1.1% | 13%
16 | CC(=O)OC1CCC2(C)C(=CCC3C2CCC2(C)C3CC3OC4(CCC(C)CN4)C(C)C32)C1 (stereo unspecified) | . | -4% | 2.9% | .
17 | CC(=O)c1cnn(-c2cc(Oc3ccccc3C)ncn2)c1C | -6% | 3% | 0.0% | 20%[38.3 µM]
18 | Cc1ccc(OC(=O)CCN2C(=O)c3ccccc3C2=O)cc1C | . | -6% | 1.3% | -9%
19 | CCOC(=O)CC1CCCCN1Cc1cn(C)nc1-c1ccc2c(c1)OCCO2 (stereo unspecified) | -5% | 0% | -0.1% | -1%
20 | O=C(NNC(=S)Nc1ccccc1)c1cc(-c2cccnc2)nc2ccccc12 | 1% | ? | -0.9% | 7%
21 | FC(F)c1nnc2ccc(Cl)nn12 | 2% | -20% | 3.2% | -4%
22 | COc1ccc(Cn2c(C)c(C)c(C#N)c2NC(=O)Nc2ccccc2)cc1 | -3% | 3% | 1.8% | 16%[38.3 µM]
23 | Cn1c(=O)c2c(nc(NCCO)n2C)n(C)c1=O | -5% | 6% | 0.0% | 18%[38.3 µM]
24 | Fc1ccc(-c2nnc(-c3ccc(Cl)cc3Cl)o2)cc1 | -14% | ? | -1.0% | 9%

no. | NPSR antag | RECQ1 helicase | RGS12 GoLoco inh | SMN2 splice up
13 | -3%[46.1 µM] | 2% | -6% | -25%
14 | -24%[46.1 µM] | -15% | 6% | -32%[inhibitor]
15 | -11% | -8% | 12% | .
16 | 7% | i | 3% | .
17 | -5%[46.1 µM] | i | -17% | 9%
18 | 4% | i | -4% | .
19 | -12% | i | -1% | .
20 | -15% | 3% | -1% | 22%
21 | -6% | -3% | -2% | -5%
22 | -3%[46.1 µM] | i | 19% | -7%
23 | -14%[46.1 µM] | 14% | 12% | .
24 | -14%[46.1 µM] | i | 8% | 1µM*

# With a hit mark in Epigenetic derep (from the list above):
No.	mol	KDM4E inh	Epigenetic derep	NPSR antag	RECQ1 helicase	RGS12 GoLoco inh	SMN2 splice up
3	CCN1/C(=C2\SC(=S)N(Cc3ccccc3)C2=O)Sc2ccccc21	9%	13µM*	-8%[46.1 µM]	-15%	13%	?

# Next structures
no. | canonical_smiles | Luc counter | KDM4E inh | Epigenetic derep | IMPase Li cell
25 | CCc1c(C)nc(SCCOc2ccc(OC)cc2)[nH]c1=O | 3% | 5% | -0.7% | 5%[38.3 µM]
26 | CCc1nnc(NC(=O)CSc2nc3c(cc2C#N)CCCC3)s1 | 4% | ? | 2.2% | ?
27 | CN1CCN(c2ccc(NC(=O)c3ccc4c(c3)OCO4)cc2)CC1 | -5% | 13% | -0.7% | 6%[38.3 µM]
28 | CCNC(=S)N1CCN(c2ccc([N+](=O)[O-])cc2)CC1 | -3% | 1% | 2.1% | -3%[38.3 µM]
29 | Cc1ccc(C(=O)NCC(=O)OCC(=O)c2ccc3c(c2)NC(=O)CO3)cc1C | 0% | -19% | -1.9% | -1%
30 | COc1ccc(-c2nnc(SCc3cccc(C#N)c3)o2)cc1 | -3% | 7% | 2.0% | 43%[activator][38.3 µM]
31 | O=C(ON=C1CCN(S(=O)(=O)c2ccccc2)CC1)c1ccc(Cl)cc1 | -2% | 2% | 0.1% | 5%
32 | Cc1ccc(S(=O)(=O)N/N=C/c2cccc3c2OCCO3)cc1 | -2% | -27% | 0.0% | -5%
33 | Cc1noc(C)c1-c1ccc2ncnc(NCc3ccccc3)c2c1 | -3% | ? | -1.9% | 20%
34 | CCOC(=O)c1c(C)[nH]c(C(=O)OCC(=O)NC2CCS(=O)(=O)C2)c1C (stereo unspecified) | -2% | 6% | -2.3% | -8%[38.3 µM]
35 | COC(=O)c1sc2ccccc2c1-n1cccc1C(=O)C(=O)Nc1ccc(OC)cc1 | -7% | -5% | 0.0% | -21%[38.3 µM]
36 | Cc1oc(-c2ccccc2F)nc1CS(=O)(=O)CC(=O)N1CCN(Cc2ccccc2)CC1 | -1% | 1% | 0.0% | 10%

no. | NPSR antag | RECQ1 helicase | RGS12 GoLoco inh | SMN2 splice up
25 | -7%[46.1 µM] | -2% | 1% | 0%
26 | ? | i | 4% | 5.6µM*
27 | -29%[46.1 µM] | -3% | -5% | ?
28 | -11%[46.1 µM] | 3% | 8% | -27%
29 | 5% | 3% | 7% | 17%
30 | -13%[46.1 µM] | -5% | 6% | 26%
31 | -2%[46.1 µM] | -7% | -5% | -20%
32 | 8% | 1% | -1% | 6%
33 | . | -7% | 1% | 2.8µM*
34 | -4%[46.1 µM] | i | -6% | -11%
35 | -18%[46.1 µM] | -10% | 2% | 5%
36 | 9% | -2% | 12% | -42%[inhibitor]

# Single entries from above:
# Cc1ccc(C(=O)NCC(=O)OCC(=O)c2ccc3c(c2)NC(=O)CO3)cc1C – Epigenetic derep: -1.9%
# CN1CCN(c2ccc(NC(=O)c3ccc4c(c3)OCO4)cc2)CC1 – Luc counter: -5%

# Compound profiles, as listed above. Order of values: Luc counter | KDM4E inh | Epigenetic derep | IMPase Li cell | NPSR antag | RECQ1 helicase | RGS12 GoLoco inh | SMN2 splice up
# `CCNC(=S)N1CCN(c2ccc([N+](=O)[O-])cc2)CC1` is listed with -3% | 1% | 2.1% | -3%[38.3 µM] | -11%[46.1 µM] | 3% | 8% | -27%
# `CN1CCN(c2ccc(NC(=O)c3ccc4c(c3)OCO4)cc2)CC1` is listed with -5% | 13% | -0.7% | 6%[38.3 µM] | -29%[46.1 µM] | -3% | -5% | ?
# `COc1ccc(-c2nnc(SCc3cccc(C#N)c3)o2)cc1` is listed with -3% | 7% | 2.0% | 43%[activator][38.3 µM] | -13%[46.1 µM] | -5% | 6% | 26%
# `Cc1noc(C)c1-c1ccc2ncnc(NCc3ccccc3)c2c1` is listed with -3% | ? | -1.9% | 20% | . | -7% | 1% | 2.8µM*
# `COC(=O)c1sc2ccccc2c1-n1cccc1C(=O)C(=O)Nc1ccc(OC)cc1` is listed with -7% | -5% | 0.0% | -21%[38.3 µM] | -18%[46.1 µM] | -10% | 2% | 5%

# Following part:
no. | canonical_smiles | Luc counter | KDM4E inh | Epigenetic derep | IMPase Li cell
37 | CC1CC(C)(C)NC(=S)N1CCCC(=O)N1CCN(c2ccccc2F)CC1 (stereo unspecified) | -2% | 10% | 1.9% | 5%
38 | Cn1c(=O)c2c(ncn2CC(=O)N/N=C/c2ccc(Br)s2)n(C)c1=O | 2% | -1% | 0.0% | 4%
39 | Cc1cc2nc3c(=O)n(CCc4ccccc4)c(=O)[nH]c3nc2cc1N | . | 32µM* | 0.1% | .
40 | CCOC(=O)c1ccccc1NC(=O)c1ccc2c(=O)n3c(nc2c1)CCCCC3 | -1% | ? | -1.0% | 19%
41 | O=C(C1=C[C@@H](C2CCCCC2)C[C@@H](OCCCCO)O1)N1CCN(Cc2ccccc2)CC1 | . | -4% | -1.1% | 3%
42 | O=C(O)CCCCCNC(=O)CCn1nnc2ccccc2c1=O | . | ? | -8.8% | .

no. | NPSR antag | RECQ1 helicase | RGS12 GoLoco inh | SMN2 splice up
37 | 11% | 1% | 2% | -2%[1.84 µM]
38 | 21% | -2% | -3% | 2%
39 | -29% | -13% | 7.9µM* | .
40 | ? | 7% | 15% | -22%
41 | 17% | -15% | -2% | .
42 | 5%[46.1 µM] | -12% | . | .
